Compound activity from PubChem BioAssay.
TSHR antagonist: human thyrotropin receptor antagonism; AID 504810; TSHR-expressing cells, TSH-stimulated cAMP HTRF, 2 h; hits give low values; activity change, negative = inhibition, % at 11.5 µM; 330,000 compounds, 0.2% hits;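 active = activity change below a set negative limit, meaning inhibition stronger than a set level, cut at about -70% in these data; inconclusive = activity change between two set negative limits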; also: % is scaled to controls: 0 for no effect and ±100 for the full control effect
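Cell-based HTRF cAMP assay; TSHR cells + compound, TSH EC80 (4nM final), 2 h, 37 deg C. Lysis with anti-cAMP cryptate and cAMP-d2, 30 min RT, read 665/620 nm.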
TCR act: activates T cell receptor signaling; 330,000 tested, under 10 active; primary human leukocytes, anti-CD3, IL-2 HTRF, 48 h; Potency, µM (highest dose often 9.22 µM), for inactives: at the top dose activation of IL-2 secretion, actives largely listed as activators; also: % of control where 0% means no effect
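Readout: HTRF IL-2, Eu-cryptate/d2 antibody pair, 320nm excitation, 665nm emission. Stimulus: a-CD3 beads, no co-stimulation. Cells: primary human leukocytes. Exposure: 48 hr with compound.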
Tb PFK block: inhibitors of T. brucei phosphofructokinase | O15648 | T. brucei PFK, ADP-Glo luminescence | Potency, µM (top dose mostly 57.5 µM), for inactives: top-dose activity, negative = inhibition, most hits filed as inhibitors | 330,000 compounds, 0.17% hits;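 also: potency is read from the fitted curve at half-maximal effect; 0% = uninhibited 1x PFK enzyme wells and -100% = no-enzyme wells; nearly all actives have a fitted effect of over 60% in size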
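PFK 1.25 nM, F6P 0.5 mM, ATP 0.1 mM, 0.1 M TEA pH 8.0, 5 mM MgCl2, 0.01% Tween20, 0.1% BSA; 45 min RT. ADP-Glo readout. qHTS titration up to 57 uM; curves fitted, compounds curve-classed.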
Chronic BCR inh: chronic active BCR signaling inhibition. ABC-DLBCL IkBa-CBG/CBR reporter, luminescence ratio, 4 h. Potency, µM (highest dose often 46.1 µM), for inactives: at the top dose ratio change, negative = lower green/red ratio, actives largely listed as inhibitors. 340,000 compounds, 0.05% hits. AID 493014; active = well fitted inhibition curve with a large enough effect in the signal ratio, with a control signal flat, not every such curve was filed as active; inconclusive = small, poorly fitted or top-dose-only effect, or effect the other way, or a change in a side signal; the % refers to the signal ratio;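 also: potency is read from the fitted curve at half-maximal effect; plate controls were basal doxycycline-induced cells for no effect and cells given 10 µM MG132 for full effect; MG132 reads +100%, hits lower the ratio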
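Concentration-response series (up to 46 uM) were applied to TMD8 dual-reporter cells for 4 h at 37C with doxycycline. Green/red ratio, after filter-overlap correction, defined %Activity; red signal alone was normalised to basal cells and zero luminescence.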
GALK inhibitor: inhibitors of human galactokinase. AID 1868. Purified GALK, Kinase-Glo residual ATP luminescence. Potency, µM (highest dose often 57.5 µM), for inactives: at the top dose activity change, negative = inhibition, actives largely listed as inhibitors. 270,000 compounds, 0.007% hits; also: potency is read from the fitted curve at half-maximal effect; % is scaled to controls: 0 for no effect and ±100 for the full control effect
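Compounds were pin-transferred into ATP buffer (35 uM final), then GALK plus galactose (5 nM, 100 uM final) was added. After 1 h at room temperature, Kinase-Glo Plus was added and luminescence read after 10 min.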
FBPA coupling cs: inhibits coupling enzyme system, counter-screen for aldolase hits; coupling enzyme system counterscreen, AmpLite Red fluorescence; activity change, negative = inhibition, % at 58.2 µM, hits read low; 290,000 compounds, 0.67% hits; AID 2472; in the data active = activity change below about -30%; also: % is scaled to controls: 0 for no effect and ±100 for the full control effect
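Activity here indicates interference with the coupling reaction, not aldolase inhibition. Compounds at 57.5 uM final met coupling enzymes for 10 min at RT; substrate and AmpLite Red detection followed, with a 525/598 nm fluorescence read after 20 min.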
Giardia kill: Giardia lamblia killing. Giardia lamblia trophozoite viability. activity change, % at 7.66 µM, hits read low. 340,000 compounds, 0.15% hits; in the data active = activity change below about -80%; inconclusive = between about -30% and that limit;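 also: parasites exposed to compound for two days anaerobically before the ATP read; % is scaled to controls: 0 for no effect and ±100 for the full control effect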
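ATP-content bioluminescence gauges trophozoite survival. Cells (100/well) receive compound and incubate anaerobically for 48 hrs at 37 deg C; detection reagent follows for 15-30 min at room temperature.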
AT treatment: potential ataxia-telangiectasia treatment | […] A-T fibroblasts, KAP-1 phosphorylation AlphaLISA; neocarzinostatin DNA damage 30 min before lysis | Potency, µM (doses to about 57.5 µM), without a hit: at the top dose activation, most hits filed as activators | 320,000 compounds, 0.19% hits; also: potency is read from the fitted curve at half-maximal effect; % of control where 0% means no effect; nearly all actives have a fitted effect of over 45% in size
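ATM-like activity read as KAP-1 phosphorylation via AlphaLISA donor/acceptor antibody pairs after lysis and 6 hr at 25C. Cells were ATM-null patient fibroblasts ([…], hTERT), dosed 60 min, then exposed to the DSB inducer NCS for 30 min.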
KCNH2 WT inh: KCNH2 (human, wildtype) channel inhibition | U2OS, BacMam KCNH2, thallium flux FluxOr; hits give low values | activity change, % at 1.84 µM | Q12809 | 340,000 compounds, 0.37% hits;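 active = maximum activity change below -70%; inconclusive = maximum activity change between -70% and -50%; inactive = maximum activity change above -50%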; also: % is scaled to controls: 0 for no effect and ±100 for the full control effect
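U2OS cells transduced with wild-type KCNH2 virus are loaded with FluxOr dye for 45 min, and thallium flux is measured in kinetic reads before and after stimulation buffer. Rate constants are normalized to DMSO controls.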
CXXC DNA block: blocks binding of human MLL CXXC domain to DNA; MLL-CXXC / FITC-HOXA9 DNA fluorescence polarization; Q03164; 290,000 compounds, 0.037% hits; Potency, µM (titrated, usually from 115 µM), for inactives: top-dose activity change, negative = inhibition, actives largely listed as inhibitors; active = well fitted inhibition curve with a large enough effect in the polarisation, with a control signal flat, not every such curve was filed as active; inconclusive = small, poorly fitted or top-dose-only effect, or effect the other way, or a change in a side signal; inactive = no such curve, though single readings can be large or run the other way; the % refers to the polarisation; also: potency is read from the fitted curve at half-maximal effect
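Steps: dispense CXXC domain solution (7 uM) → pin compounds or unlabeled HOX-A9 DNA control → 5 min ambient → add FLSN-HOX-A9 solution (50 nM) → spin → 30 min ambient → fluorescence polarization. Tris pH 7.5/NaCl/DTT/BSA buffer.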
* = called active by the depositor; ? = inconclusive; nt = not tested or not shown; [ ] = remark or other dose. Unless noted, calls follow the shape of the dose curve; as a rule, active = well fitted curve in the direction sought with a large enough effect; inconclusive = small, poorly fitted or top-dose-only effect, or another doubt; inactive = no such curve, though single readings can be large; an effect the other way counts as inactive or inconclusive.

SMILES	TSHR antagonist	TCR act	Tb PFK block	Chronic BCR inh	GALK inhibitor	FBPA coupling cs	Giardia kill	AT treatment	KCNH2 WT inh	CXXC DNA block
CCCn1c(N)c(C(=O)CSc2n[nH]c(-c3ccc(C)cc3)n2)c(=O)[nH]c1=O	0.0	1.0%	-0.3%	?	nt	nt	-7.5	-0.3%	0.0	nt
O=C(NC1CCCCC1)C(c1ccc2ncccc2c1)N(Cc1ccc2c(c1)OCO2)C(=O)c1cccs1 (configuration not stated)	-8.1	-0.6%	-3.8%	?	-0.4%	-1.4	2.4	0.9%	-0.1	3.8%
Cc1ccc(-c2ccc(CCC(=O)O)n2NC(=O)c2ccc([N+](=O)[O-])cc2)cc1	3.6	2.4%	4.3%	5.6%	0.1%	5.6	-5.9	-8.4%	-3.7	0.2%
CCOC(=O)c1c(NC(=O)COC(=O)c2nc(Cl)ccc2Cl)sc2c1CCC2	39.5	-6.3%[46.1 µM]	-6.1%	-0.3%	3.7%	1.7	5.4	3.0%	-1.8	5.6%
Cc1ccc(S(=O)(=O)N(CC(O)CN2C(=O)NC(C)(C)C2=O)c2cccc([N+](=O)[O-])c2)cc1 (configuration not stated)	18.5	0.0%	0.5%	?	14.2%	8.6	11.5	-4.0%	-2.2	-4.0%
O=C(CCN1C(=O)c2cccc3cccc(c23)C1=O)N1CCN(c2ccccc2F)CC1	11.8	0.4%	-2.6%	0.3%	1.4%	2.3	14.6	3.4%	-7.8	1.1%
COC(=O)c1cc([N+](=O)[O-])c(-n2ccnc2)c([N+](=O)[O-])c1	25.5	-4.6%[46.1 µM]	-3.0%	1.3%	0.5%	2.7	8.2	2.1%	-6.6	-8.5%
COC(=O)COc1cccc2c(=O)n(CC(=O)NCCc3ccc(OC)c(OC)c3)ccc12	7.8	-2.0%	-0.9%	4.3%	nt	2.7	9.6	-10.2%	-1.0	11.9%
O=C(NCCC1CCCCN1S(=O)(=O)c1ccccc1)C(=O)Nc1ccc(F)cc1 (configuration not stated)	-16.5	-3.4%	13.7%	?	nt	nt	14.4	-2.8%	45.8	nt
O=C(NCCCN1CCCC1=O)C1CCN(S(=O)(=O)c2ccc(Cl)cc2)CC1	-0.5	-0.8%	-3.5%	-0.3%	nt	nt	12.3	8.7%	-5.2	nt
COc1cccc(NC(=S)Nc2cccnc2)c1	-6.3	2.6%	2.3%	11.2%	1.4%	0.5	8.1	8.2%	-5.1	-9.0%
Cc1[nH]c(C)c(S(=O)(=O)N2CCN(c3ccccc3)CC2)c1C(=O)N1CCCC1	-5.8	-0.4%	0.9%	?	6.8%	nt	2.8	-9.7%	-4.1	8.8%
CCc1nc2sc3c(c2c(=O)n1NC(=O)CCl)CCCC3	6.4	2.0%	3.1%	?	-1.0%	9.5	-5.0	2.6%	-3.8	-17.5%
CCCCOC(=O)Nc1nnc(CCOCC)s1	-12.3	7.2%	2.1%	1.4%	-1.5%	0.1	-1.5	-0.5%	3.8	-4.4%
O=C(CS(=O)(=O)Cc1ccccc1)Nc1nc2c(s1)CCCC2	4.6	3.2%	4.9%	-10.5%	-0.3%	-0.1	3.4	-0.6%	-0.6	-0.5%
O=C(c1ccc(C(=O)N2CCOCC2)nc1)N1CCOCC1	5.8	1.2%	-12.9%	7.1%	1.2%	5.8	5.9	4.9%	1.6	2.8%
COc1cccc(OC)c1OCCCOc1c(OC)cccc1OC	-5.2	-0.6%	15.0%	-14.3%	-5.0%	-0.8	-10.4	2.4%	4.4	5.1%
CC(=O)c1cnc(Oc2cc(Cl)ccc2Cl)nc1C	-2.3	1.7%	0.7%	-4.7%	-1.6%	4.5	1.2	20.7%	-9.8	1.2%
COc1ccc(OCC(O)CN2CCCCCC2)cc1 (configuration not stated)	2.0	6.6%[46.1 µM]	-2.2%	0.9%	0.8%	2.9	21.5	-3.0%	16.5	-1.2%
C=CCOc1ccc(C2c3c(oc4ccccc4c3=O)C(=O)N2CCCN2CCOCC2)cc1 (configuration not stated)	3.1	-4.3%	2.1%	?	1.4%	0.0	-7.6	-4.6%	1.5	0.1%
CC(C)n1ncc2c(C(=O)O)cc(C3CC3)nc21	-7.9	-1.2%	6.0%	-1.4%	0.2%	-15.7	-17.5	0.0%	-7.4	?
Cc1ccc(-c2nc(-c3cccnc3)no2)cc1	nt	1.5%	nt	nt	4.5%	3.5	0.0	nt	7.3	-0.7%
Cc1cc(NC(=O)CSc2nnc(N)s2)c([N+](=O)[O-])cc1C	-5.0	-0.2%	-0.6%	-8.1%	4.2%	3.4	2.6	0.4%	-12.1	-1.3%
COc1ccccc1NC(=O)CC(c1ccc(F)cc1)c1ccco1 (configuration not stated)	-5.2	-1.5%	0.8%	-8.5%	5.9%	-5.6	-1.3	0.8%	-7.1	6.2%
CCC1(c2ccc(Cl)cc2)NC(=S)N(c2ccccc2)N1 (configuration not stated)	-0.7	-4.2%[46.1 µM]	1.5%	?	0.3%	3.6	-6.6	-1.9%	-5.6	1.5%
COc1ccc(N2CCN(C(c3cc(OC)ccc3OC)c3nnnn3CC3CCCO3)CC2)cc1 (configuration not stated)	-12.5	-1.2%[46.1 µM]	4.5%	-1.9%	-4.9%	1.1	4.5	-7.2%	0.6	-3.6%
COc1ccc(N(CC(=O)Nc2ccc(C)cc2C)S(=O)(=O)c2c(C)n[nH]c2C)cc1	25.3	0.9%	-21.2%	1.7%	7.0%	nt	8.7	9.1%	12.9	0.0%
CCOC(=O)C1(C(F)(F)F)N=C(C(F)(F)F)Nc2cc(C)c(C)cc21 (configuration not stated)	-7.4	-4.9%[46.1 µM]	-3.0%	-0.7%	nt	1.1	-6.5	0.4%	12.5	-1.1%
CCn1nnnc1SCC(=O)Nc1cccc(C)n1	4.7	7.2%	-4.2%	2.7%	7.4%	2.0	11.4	4.9%	5.2	5.3%
O=C(Nc1nnc(SCc2ccc(Cl)cc2)s1)c1cnccn1	-2.4	8.6%[46.1 µM]	14.1%	0.2%	0.7%	3.1	-5.7	11.6%	1.0	8.4%

Overlap with the part before: 2 entries, followed by the next part.
SMILES	TSHR antagonist	TCR act	Tb PFK block	Chronic BCR inh	GALK inhibitor	FBPA coupling cs	Giardia kill	AT treatment	KCNH2 WT inh	CXXC DNA block
CCn1nnnc1SCC(=O)Nc1cccc(C)n1	4.7	7.2%	-4.2%	2.7%	7.4%	2.0	11.4	4.9%	5.2	5.3%
O=C(Nc1nnc(SCc2ccc(Cl)cc2)s1)c1cnccn1	-2.4	8.6%[46.1 µM]	14.1%	0.2%	0.7%	3.1	-5.7	11.6%	1.0	8.4%
COc1ccc(CNCCC2(O)CC(C)N(C)CC2C)cc1OC (configuration not stated)	12.8	2.4%	0.2%	-19.1%	nt	-3.0	-18.2	4.1%	-8.8	0.4%
Cc1ccc2nc(SCC(=O)Nc3ccc(C)c(Cl)c3)nc(=O)n2c1	6.8	-5.5%	-2.2%	-7.3%	nt	nt	10.1	-3.3%	-5.2	nt
CC(=O)C(=Cc1cn(-c2ccccc2)nc1-c1ccccc1)C(C)=O	-4.9	-146.3%	-0.1%	-0.4%	8.4%	-0.7	7.6	2.0%	16.1	1.8%
CCOC(=O)c1[nH]c2ccccc2c1N=C(C)N(CC)CC	-3.7	3.7%	-1.4%	2.1%	-3.6%	-0.7	-12.4	0.0%	39.7	-1.1%
CC(=O)c1c(C)[nH]c(C(=O)N2CCN(c3ccc(F)cc3)CC2)c1C	-14.1	-4.8%	-5.9%	-5.1%	1.0%	1.2	11.1	0.7%	10.8	-6.8%
CC1CN(C(=O)c2cc3cc(Br)ccc3[nH]2)CC(C)O1 (configuration not stated)	-4.6	-2.7%	1.3%	-6.4%	-1.9%	-4.6	-2.7	-2.2%	4.8	12.5%
O=C(O)c1ccc2c(c1)NC(=O)C(N1CCCC1)S2 (configuration not stated)	-3.7	2.2%	-1.3%	1.6%	0.0%	-0.2	?	2.2%	-4.8	8.4%
Cc1ccccc1CSCC(=O)N/N=C/c1cccs1	-3.3	-1.2%	1.4%	?	nt	-12.4	11.2	0.8%	-24.1	-8.6%
CCN(CC(=O)NCc1ccc(Cl)cc1)C(=O)c1oc2ccccc2c1C	-5.8	1.8%	7.2%	?	0.4%	1.5	3.7	5.9%	17.1	0.1%
CCOc1ccc2nc(SCC(=O)Nc3cc(C)on3)c(C)cc2c1	9.0	-1.1%	-10.8%	?	15.7%	0.6	?	-5.2%	-12.0	35.7%[activator]
Cc1ccc(Nc2cc(C)nc(-c3ccccc3)n2)cc1	-3.1	-0.4%	-0.2%	12.0%	nt	-7.4	5.5	-0.5%	21.8	4.6%
CC(=O)Nc1ccccc1NC(=O)C/C(C)=N/NC(=O)Cc1cccc2ccccc12	-13.3	-9.4%	-4.7%	-8.8%	-4.3%	-1.5	13.3	-12.0%	-25.7	6.2%
